# Screens: PubChem BioAssay, Center for Chemical Genomics, University of Michigan
# Dicer inh: blocks human Dicer maturation of pre-miR-21. z-score at 25 µM. actives 6% (n = 47,000). AID 1347074. cat-ELCCA pre-miR-21 Dicer processing, chemiluminescence; stronger effect = higher value; in the data active means z-score above about 3, passing the limit was not always enough;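 further: plate controls were vehicle for no effect and no enzyme for full effect; higher signal means more uncleaved substrate so more Dicer inhibition; strong numbers were not always called active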
# Target sequence (Q9UPY3 whole entry, looked up): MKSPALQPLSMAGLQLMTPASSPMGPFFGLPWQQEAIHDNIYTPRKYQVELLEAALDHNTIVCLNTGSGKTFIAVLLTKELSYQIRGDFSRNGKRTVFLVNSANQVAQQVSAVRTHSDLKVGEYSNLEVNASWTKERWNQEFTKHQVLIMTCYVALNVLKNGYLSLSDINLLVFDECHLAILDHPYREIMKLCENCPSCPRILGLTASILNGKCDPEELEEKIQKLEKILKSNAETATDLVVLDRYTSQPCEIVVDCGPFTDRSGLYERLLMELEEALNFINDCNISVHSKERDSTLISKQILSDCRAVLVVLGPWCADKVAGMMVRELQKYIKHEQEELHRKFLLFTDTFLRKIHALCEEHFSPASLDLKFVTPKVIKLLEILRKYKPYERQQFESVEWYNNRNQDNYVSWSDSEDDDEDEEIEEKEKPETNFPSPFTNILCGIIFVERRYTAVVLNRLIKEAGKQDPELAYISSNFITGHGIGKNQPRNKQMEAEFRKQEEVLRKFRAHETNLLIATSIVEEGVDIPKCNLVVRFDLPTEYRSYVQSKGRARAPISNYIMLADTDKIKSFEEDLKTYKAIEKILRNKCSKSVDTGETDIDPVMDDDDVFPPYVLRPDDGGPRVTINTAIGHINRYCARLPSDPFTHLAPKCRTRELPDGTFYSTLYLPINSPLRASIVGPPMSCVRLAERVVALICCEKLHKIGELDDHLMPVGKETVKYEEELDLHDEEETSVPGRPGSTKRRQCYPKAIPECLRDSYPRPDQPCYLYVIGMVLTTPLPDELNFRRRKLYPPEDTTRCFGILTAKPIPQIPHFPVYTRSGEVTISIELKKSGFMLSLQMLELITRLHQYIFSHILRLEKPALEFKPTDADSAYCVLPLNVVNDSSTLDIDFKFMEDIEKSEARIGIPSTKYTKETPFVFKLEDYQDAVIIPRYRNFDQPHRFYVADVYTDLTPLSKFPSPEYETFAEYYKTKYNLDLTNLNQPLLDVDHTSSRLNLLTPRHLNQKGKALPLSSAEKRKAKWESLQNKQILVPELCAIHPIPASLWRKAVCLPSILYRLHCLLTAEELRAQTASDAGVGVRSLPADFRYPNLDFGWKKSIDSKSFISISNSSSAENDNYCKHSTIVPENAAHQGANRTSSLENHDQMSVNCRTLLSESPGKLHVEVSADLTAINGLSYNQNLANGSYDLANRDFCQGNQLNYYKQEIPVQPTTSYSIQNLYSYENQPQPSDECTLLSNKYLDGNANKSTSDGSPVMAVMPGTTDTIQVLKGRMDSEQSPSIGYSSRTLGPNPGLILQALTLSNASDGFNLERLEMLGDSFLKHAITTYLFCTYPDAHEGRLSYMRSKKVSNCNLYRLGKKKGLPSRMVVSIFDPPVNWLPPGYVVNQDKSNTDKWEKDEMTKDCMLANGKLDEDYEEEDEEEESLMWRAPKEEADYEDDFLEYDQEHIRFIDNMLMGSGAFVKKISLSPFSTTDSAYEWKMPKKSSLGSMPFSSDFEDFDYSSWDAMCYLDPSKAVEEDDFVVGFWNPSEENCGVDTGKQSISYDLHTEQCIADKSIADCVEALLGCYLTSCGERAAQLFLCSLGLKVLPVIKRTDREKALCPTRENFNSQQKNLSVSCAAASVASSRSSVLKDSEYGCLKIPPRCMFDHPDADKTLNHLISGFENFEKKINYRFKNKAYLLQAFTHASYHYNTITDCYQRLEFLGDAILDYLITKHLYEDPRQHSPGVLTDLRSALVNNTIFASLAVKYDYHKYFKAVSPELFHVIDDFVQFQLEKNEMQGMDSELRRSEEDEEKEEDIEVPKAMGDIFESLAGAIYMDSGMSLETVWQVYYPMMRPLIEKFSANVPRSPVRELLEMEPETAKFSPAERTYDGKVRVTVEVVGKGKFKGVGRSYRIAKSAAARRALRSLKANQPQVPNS
# Active calls of the source: *. A portion of the library. The share of hits here may be higher or lower than overall.
# The first 4 compounds, to show the layout:
structure	Dicer inh
CCN(CC)C(=O)Oc1ccc(Br)cc1C(=O)Nc1cc(Cl)cc(Cl)c1	-0.37
CCC(C)NC(=O)c1cc2n(n1)C(C(F)(F)F)CC(c1ccc3c(c1)OCO3)N2 (configuration not stated)	2.5
COC(=O)Nc1nc2ccc(Sc3ccccc3)cc2[nH]1	-0.78
COC(=O)C1=C(C)NC(C)=C(C(=O)OC(C)C)C1c1cccc2nonc12 (configuration not stated)	-0.72

# The whole of this part, from the first entry:
structure	Dicer inh
CCN(CC)C(=O)Oc1ccc(Br)cc1C(=O)Nc1cc(Cl)cc(Cl)c1	-0.37
CCC(C)NC(=O)c1cc2n(n1)C(C(F)(F)F)CC(c1ccc3c(c1)OCO3)N2 (configuration not stated)	2.5
COC(=O)Nc1nc2ccc(Sc3ccccc3)cc2[nH]1	-0.78
COC(=O)C1=C(C)NC(C)=C(C(=O)OC(C)C)C1c1cccc2nonc12 (configuration not stated)	-0.72
COc1ccc(/C=C/c2nn3c(COc4ccccc4)nnc3s2)cc1	-1.5
COc1cc(/C=N/c2nccs2)ccc1O	3.1*
CCOC(=O)c1c[nH]n2c(=O)c3c(nc12)CCCC3	-0.76
CC(C)C1(C)C(=O)N=C2c3ccccc3C(=O)N21 (configuration not stated)	-0.81
Cc1sc2c(c1C)C(=O)CS(=O)(=O)N2C	1
CCOc1ccc(/C(O)=C2\C(=O)C(=O)N(Cc3cccnc3)C2c2ccc(Br)cc2)cc1 (configuration not stated)	1.1
COc1ccc2c(c1)N(C)/C(=C/c1ccc3ccccc3[n+]1C)S2	-0.75
O=C1C(=O)N(Cc2ccccc2)c2ccccc21	-0.23
Cn1nccc1NS(=O)(=O)c1ccccc1	-0.55
COc1cccc(NC(=S)NNc2ccccc2)c1	1.2
CCN1CCN(Cc2c(O)ccc3c(=O)c(Oc4cc(C)cc(C)c4)c(C(F)(F)F)oc23)CC1	2.6
Cc1ccc(S(=O)(=O)NC(C)(C)C)cc1	-0.97
N=c1scc(-c2ccccc2)n1-c1cccc(Cl)c1Cl	-0.87
Cc1c(NC(=O)C2C3C=CC(C3)C2C(=O)O)c(=O)n(-c2ccccc2)n1C (configuration not stated)	0.68
CN1C(=O)c2cccc3c(S(=O)(=O)NCCCC(=O)O)ccc1c23	0.78
CCCCCn1c(C)nc2c(sc3nc4c(cc32)COC(C)(C)C4)c1=O	1.9
CSC1=N/C(=C\c2cccc(Cl)c2)C(=O)N1Cc1ccc(Cl)cc1	0.77
O=C1CCc2cc(-c3csc(/N=C/NO)n3)ccc2N1	-0.07
O=S(=O)(Cc1ccc(Cl)cc1)c1cccs1	-0.25
CC(CN(C)C)OC(=O)c1ccc2c(c1)OCO2 (configuration not stated)	2.5
COCCN1C(=O)C(O)=C(C(=O)c2cc3ccccc3o2)C1c1ccc(N(C)C)cc1 (configuration not stated)	1.4
CCOC(=O)c1c(C)n(-c2ccccc2)c2c1cc(O)c1ccccc12	-1.9
CC(=O)OC(C#N)[C@H]1O[C@@H]2OC(C)(C)O[C@@H]2[C@H]1OC(C)=O (some centres not stated)	0.89
COC(=O)C1=C(O)CSC1=Nc1ccccc1F	0.19
COc1ccc(-c2nc(-c3cccc(C)c3)no2)cc1OC	-2.1
C/C(Cc1ncn(-c2cc(C)on2)n1)=N\O	0.15
Cc1ccc(O)c(C2=NN3C(C2)c2ccccc2OC3c2cccnc2)c1 (configuration not stated)	3
CCCCSc1nc2c(c(=O)[nH]c(=O)n2C)n1CC(O)COc1ccc(Cl)cc1 (configuration not stated)	1.8
COC(=O)c1c(C)oc2ccc(O)cc12	1.5
Cc1ccc(NC2=NC(c3ccco3)n3c(nc(C)cc3=O)N2)c(C)c1 (configuration not stated)	0.75
Cn1c(=O)c2c(nc(Oc3cccc4cccnc34)n2C)n(C)c1=O	0.6
CCCC(C(=O)OCCN(CC)CC)(c1ccccc1)c1ccccc1	0.32
CNC(=O)c1cccc2cccc(S(=O)c3ccccc3CO)c12 (configuration not stated)	-1.3
CC(=O)N1CCc2cc(S(=O)(=O)N=S(C)(=O)c3ccc(C)cc3)ccc21 (configuration not stated)	1.2
Cc1ccc2oc(C(=O)O)cc(=O)c2c1	2.5
Cn1nccc1NC(=O)CC(C)(C)CC(=O)O	0.37
Cc1cc(Cn2cnc3c2C[C@@H](C(=O)O)N(C(=O)C(c2ccccc2)c2ccccc2)C3)ccc1N	-0.1
COc1ccc2[nH]cc(C(=O)O)c(=O)c2c1	1.7
COC(=O)COc1cc(Br)c(C2C(C#N)=C(N)Oc3c2ccc2ccccc32)cc1OC (configuration not stated)	-0.16
O=C(NC1CCCC1)C1CC(c2c(F)cccc2Cl)=NO1 (configuration not stated)	-1.5
Cc1nc2ccc(CN(C)c3ccc(C(=O)N[C@@H](CCC(=O)O)C(=O)O)s3)cc2c(=O)[nH]1	77
CN(C)c1ccncc1C(O)C(F)(F)F (configuration not stated)	0.81
COc1ccc2[nH]c(-c3ccccc3)cc(=O)c2c1	-0.76
NC1(C(=O)O)CC1	-0.51
CCCc1nc(N)c(C#N)c(-c2ccccc2)c1CC	-0.55
O=C1C(=O)N(CN2CCc3c([nH]c4ccccc34)C2C(F)(F)F)c2ccc(F)cc21 (configuration not stated)	-1.3
Nc1c(-c2n[nH]c(=S)n2-c2ccc(Cl)cc2Cl)cnn1-c1ccccc1	-0.3
CCc1nnc(NC(=O)c2sc3nc4c(cc3c2N)CCC4)s1	2.9
CCCCn1c(O)c(C#N)c(C)c(N=Nc2ccc(OC)cc2)c1=O	5
CN(C(=O)c1c[nH]c(=O)cc1C(F)(F)F)c1ccc(Cl)c(Cl)c1	-0.8
CN1CC(O)C(O)C(O)C1CO (configuration not stated)	0.83
Cc1nc2sccn2c1-c1csc(Nc2ccc(Br)cc2)n1	4.2*

# (next part)
structure	Dicer inh
CCOC(=O)/C(C#N)=C/c1ccc(Br)cc1	0.77
O=C(Oc1cc(Cl)cc(Cl)c1)c1cccc(C(F)(F)F)n1	0.17
CC(C)(C)OC(=O)n1ccc2cc(Br)ccc21	3.3*
CCOC(=O)C1=C(C)N=C2SCC(=O)N2C1c1ccc(OC)c(OCC)c1 (configuration not stated)	-1.8
CC(C)(C)C(=O)CSc1nc(-c2cccnc2)c(C#N)c(=O)[nH]1	-0.42
CCOc1cc(C2C(C(=O)OCC(C)C)=C(C)NC3=C2C(=O)CC(c2cccs2)C3)ccc1O (configuration not stated)	0.87
CCOC(=O)CSc1nc(Nc2ccc(OC)cc2)c2cnc(N(CC)CC)nc2n1	-0.87
O=S(=O)(CS(=O)(=O)NCc1cccs1)NCc1cccs1	0.15

# Entries from the list above that contain a tert-butyl group (three):
structure	Dicer inh
Cc1ccc(S(=O)(=O)NC(C)(C)C)cc1	-0.97
CC(C)(C)OC(=O)n1ccc2cc(Br)ccc21	3.3*
CC(C)(C)C(=O)CSc1nc(-c2cccnc2)c(C#N)c(=O)[nH]1	-0.42

# (cont.)
structure	Dicer inh
CCOC(=O)CN/C(SC)=C(/C#N)C(=O)c1cccs1	0.35
Cn1nnnc1SCCNCc1cc(Br)ccc1OCc1ccccc1F	0.37
N#CNC(=NC1CCCCC1)NC1CCCCC1	0.8
CCOC(=O)N1CCC(NC(=O)CCCC(=O)O)CC1	-1.6
CCSCCOC(=O)C1=C(C)NC2=C(C(=O)CC(C)(C)C2)C1c1coc2ccccc2c1=O (configuration not stated)	-0.49
CC(C)c1cccc2c1OC(C(C)C)C(=O)N2 (configuration not stated)	0.36
CN(C)c1ccc(C=C2C(=O)N(c3ccccc3)C(=S)N(c3ccccc3)C2=O)cc1	-1.6
O=C(O)CCC(=O)Nc1nc2n(n1)C(c1ccccc1)C=C(c1ccc(Cl)cc1)N2 (configuration not stated)	1.7

# Ordered by molar mass (rising): part of the list above.
structure	Dicer inh
CCOC(=O)N1CCC(NC(=O)CCCC(=O)O)CC1	-1.6
CN(C)c1ccc(C=C2C(=O)N(c3ccccc3)C(=S)N(c3ccccc3)C2=O)cc1	-1.6
CCSCCOC(=O)C1=C(C)NC2=C(C(=O)CC(C)(C)C2)C1c1coc2ccccc2c1=O (configuration not stated)	-0.49

# (listing goes on)
Cc1nc2c(-c3ccccc3)c(C)[nH]n2c(=O)c1Cc1cccc(Cl)c1
  Dicer inh: -0.06
Nc1ccc(CC2C(=O)Nc3ccccc32)cc1 (configuration not stated)
  Dicer inh: 0.41
c1nc(NC2CCCCC2)c2c3c(sc2n1)CCCC3
  Dicer inh: -0.62
Cc1cccc(Nc2ncncc2C#N)c1C
  Dicer inh: 3.7*
CCOc1ccc(OCC)c(S(=O)(=O)n2cc(C)nc2CC)c1
  Dicer inh: 1.8
COC(=O)Cn1cnc(=O)c(C#N)c1C
  Dicer inh: 3.4*
O=C1CSC(c2ccc(Cl)cc2Cl)N1c1ccccn1 (configuration not stated)
  Dicer inh: 0.14
Cc1nnc(SCc2c(F)cccc2Cl)[nH]c1=O
  Dicer inh: -0.94
COc1cc(C2Nc3ccccc3NC3=C2C(=O)CC(c2ccccc2)C3)cc(Br)c1O (configuration not stated)
  Dicer inh: 4.9*
COc1cccc(C2C3=C(Nc4c2c(=O)n(C)c(=O)n4C)c2ccccc2C3=O)c1 (configuration not stated)
  Dicer inh: -1.4

O=C(NNc1ccccc1C(F)(F)F)NC(=O)c1ccccc1Cl
  Dicer inh: 0.63
O=C(O)c1csc(-c2ccccc2)c1Cc1ccccc1
  Dicer inh: 0.38
O=C1c2ccccc2C(=O)c2c(F)ccc(F)c21
  Dicer inh: -0.13
N/C(Cc1cccc2ccccc12)=N\OC(=O)Nc1ccc(Cl)cc1
  Dicer inh: 1.4
CC(=O)/C(N=Nc1ccc(F)cc1)=C(\C)O
  Dicer inh: 0.97
O=C(O)c1cccc(S(=O)(=O)N2Cc3ccccc3C2)c1
  Dicer inh: 1.6
NC(=S)CS(=O)(=O)c1cccs1
  Dicer inh: -2.7
COc1ccc(C2C(C(=O)c3ccco3)=C(O)C(=O)N2CCCn2ccnc2)c(OC)c1 (configuration not stated)
  Dicer inh: -5.1
Cn1c(Nc2ccccc2)cc(=O)n(C)c1=O
  Dicer inh: 0.46
COc1cccc(C2Nc3c(C)cc(C)cc3-c3cc(C)nn32)c1O (configuration not stated)
  Dicer inh: 0.17

Cc1cc(C)c(C#N)c(SCCC(=O)Nc2nc(-c3ccccc3)ns2)n1
  Dicer inh: -0.7
CCSc1sc(C#N)c2c1C(=O)CC(C)(C)C2
  Dicer inh: 3.6*
CC1NC(=S)N2C(C)NC(=S)N12 (configuration not stated)
  Dicer inh: -1
COc1ccc(-c2c(C)nn3c2N=C(c2ccco2)CC3c2ccccc2)cc1 (configuration not stated)
  Dicer inh: -0.13
Cc1ccc(C(=O)/C=C/OC(=O)c2ccc(Cl)cc2)cc1
  Dicer inh: 2.3
NCCCNCCCCNCCCN
  Dicer inh: 0.77
O=C(CN1CCCCC1)N1c2ccccc2Sc2ccccc21
  Dicer inh: -0.03
Cc1oc(S(=O)(=O)N2CCCCC2)cc1NC(=O)Nc1ccc(Cl)cc1
  Dicer inh: 0.44
O=C(Nc1nc(-c2ccc(F)c(F)c2)cs1)c1ccccc1
  Dicer inh: -0.63
COc1cc(C=Nc2cc(C)ccc2NC(C)=O)cc(OC)c1OC
  Dicer inh: -0.42

C=CCn1c(SCC(=O)c2c(C)[nH]c3ccccc23)nnc1-c1cccnc1
  Dicer inh: -1.3
COc1cccc(C=Nc2ccc(S(=O)(=O)/N=C(N)/N=C/c3cccc(OC)c3O)cc2)c1O
  Dicer inh: -0.79
COc1ccc(S(=O)(=O)N2CCN(S(=O)(=O)c3ccc(Cl)cc3)CC2)cc1
  Dicer inh: 0.66
CCn1c(SCC(=O)O)nc2cc(Cl)c(Cl)cc21
  Dicer inh: 2.4
CCOc1ccc(/C(O)=C2\C(=O)C(=O)N(c3nnc(C)s3)C2c2ccc(F)cc2)cc1 (configuration not stated)
  Dicer inh: 1.3
CC(C)c1ccc(C2C(C(=O)c3cccs3)=C(O)C(=O)N2CCN2CCOCC2)cc1 (configuration not stated)
  Dicer inh: -0.41
Cc1cc(C(=O)NNS(=O)(=O)c2ccccc2C(F)(F)F)nn1C(C)(C)C
  Dicer inh: -0.37
N#Cc1nc(COc2ccc(Cl)cc2)oc1NCCN1CCOCC1
  Dicer inh: 0.57
O=S(=O)([O-])CCC[n+]1c(/C=C/c2ccccc2)sc2ccccc21
  Dicer inh: -0.05
C(=N\Nc1ccc2ccccc2n1)/c1ccccn1
  Dicer inh: 0.25

CC[C@H](C)C(=O)O[C@H]1CCC=C2C=C[C@H](C)[C@H](CC[C@@H]3C[C@@H](O)CC(=O)O3)[C@H]21
  Dicer inh: -0.96
COc1ccccc1-c1nc2c3c4c(sc3ncn2n1)C(C)(C)NC(C)(C)C4
  Dicer inh: 0.7
CCCCCCCC1C(=O)N(S(=O)(=O)c2ccccc2Cl)N=C1C (configuration not stated)
  Dicer inh: 35
O=C(CC1(O)C(=O)Nc2ccccc21)c1ccccn1 (configuration not stated)
  Dicer inh: -0.52
CC1=NNC(=O)C1Oc1ccc(Cl)cc1Cl (configuration not stated)
  Dicer inh: -6.8
O=S(=O)(NCc1cc(F)cc2c1OCOC2)c1ccc(-c2ccccn2)s1
  Dicer inh: -5.1
CC1CCCN(c2ccc3nncn3n2)C1 (configuration not stated)
  Dicer inh: -0.32
O=C(Nc1cccc(F)c1C(=O)NCc1cccs1)c1cccs1
  Dicer inh: 0.71
O=S(=O)(c1ccc(Cl)cc1)N1c2ccccc2OC1c1ccc(Cl)c(Cl)c1 (configuration not stated)
  Dicer inh: -0.04
CCCOc1ccc(C2c3c(oc4ccc(F)cc4c3=O)C(=O)N2CCCN(C)C)cc1 (configuration not stated)
  Dicer inh: -1.1

Cc1oc(-c2ccc(Cl)cc2)cc1-c1nn2c(-c3ccco3)nnc2s1
  Dicer inh: 0.93
Cc1ccc(-c2nnc3c4ccccc4c(C)nn23)cc1S(=O)(=O)NCCN1CCOCC1
  Dicer inh: 2.7
C#CCOc1ccc(C2C(C#N)=C(N)Oc3cc(O)ccc32)cc1 (configuration not stated)
  Dicer inh: -0.33
O=S(=O)(Nc1ccccc1)c1ccc(-c2ccc(S(=O)(=O)Nc3ccccc3)cc2)cc1
  Dicer inh: -0.35
CC(=O)Oc1ccc(C2C(C(=O)OC3CCCCC3)=C(C)NC3=C2C(=O)CC(C)(C)C3)cc1 (configuration not stated)
  Dicer inh: -0.4
O=C1C2N=NN(Cc3ccccc3)C2C(=O)N1c1ccccc1 (configuration not stated)
  Dicer inh: 0.02
CCOC(=O)C1=C(C)Nc2nnnn2C1c1cc(OC)ccc1OC (configuration not stated)
  Dicer inh: 1.6
